PGK inhibitor: qHTS Assay to Find Inhibitors of Phosphoglycerate Kinase; Phosphoglycerate kinase, glycosomal (Trypanosoma brucei brucei), P07378; PGK/GAPDH coupled, Kinase-Glo luminescence, 60 min; Potency, µM (highest dose often 57.5 µM), inactives show top-dose activity change, negative = inhibition, actives largely listed as inhibitors; hit rate 0.043% among 380,000; note: % is set by controls: 0 for no effect and ±100 for the full control effect; nearly all actives have a fitted effect of over 60% in size
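Recombinant glycosomal PGK reaction used 1,3-bisphosphoglycerate generated in-well by GAPDH (100nM final) in 100mM TEA pH 7.6, 5mM MgCl2, 0.01% Tween-20. After 60 minutes at room temperature, ATP was read by Kinase-Glo Plus luminescence end-point.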
GLS inhibitor: qHTS for Inhibitors of Glutaminase (GLS). Glutaminase kidney isoform, mitochondrial (Homo sapiens), O94925. GLS enzymatic activity, qHTS titration. Potency, µM (series often up to 45.5 µM), for inactives: at the top dose activity change, negative = inhibition, usual class: inhibitors. hit rate 0.21% among 410,000; note: % is set by controls: 0 for no effect and ±100 for the full control effect
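Human kidney-isoform GLS in 45 mM KH2PO4 pH 8.2, 0.02% Tween-20, with compound, started with 1mM L-Glutamine (added stock). Glutamate oxidase/HRP/Amplex red coupled fluorescence read at start and after 30 min at RT.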
JMJD2A Tudor: qHTS Assay for Inhibitors of JMJD2A-Tudor Domain. Lysine-specific demethylase 4A (Homo sapiens), O75164. Potency, µM (series often up to 114 µM), without a hit: at the highest dose activity change, negative = inhibition, most hits filed as inhibitors. hit rate 4.4% among 390,000. AlphaScreen JMJD2A-Tudor / H3K4me3 peptide binding; note: % is set by controls: 0 for no effect and ±100 for the full control effect; nearly all actives have a fitted effect of over 50% in size
ERG-DNA inh: qHTS for Small Molecule Inhibitors of the ERG Ets/DNA interaction; Transcriptional regulator ERG (Homo sapiens), P11308; fluorescence polarization, His-ERG Ets domain / labelled DNA; Potency, µM (doses to about 76.9 µM), for the others: at the highest dose FP activity, negative = inhibition, most hits filed as inhibitors; hit rate 0.028% among 370,000; AID 624246, 2012; active = well fitted inhibition curve with a large enough effect in the polarisation, with a control signal flat; inconclusive = small, poorly fitted or top-dose-only effect, or effect the other way, or a change in a side signal; inactive = no such curve, though single readings can be large or run the other way; the % refers to the polarisation;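 note: polarization taken with two DNA probes labelled with fluorescein and Texas red; % of control where 0% means no effect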
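His-tagged ERG Ets domain (1 uM in the protein solution; 300mM KCl, 50mM Tris-HCl, 1mM EDTA, 1mM DTT, pH 7.5) received compound, then a probe mix of 5 nM fluorescein-DNA and 100nM Texas-615-DNA. Fluorescence polarization was read for both dyes.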
RGS4 inhibitor: Inhibitors of Regulator of G Protein Signaling (RGS) 4: qHTS. Potency, µM (highest dose often 114 µM), for the others: top-dose activity change, negative = inhibition, most hits filed as inhibitors. Transcreener GDP fluorescence polarization, RGS4-accelerated GTP hydrolysis. Regulator of G-protein signaling 4 (Homo sapiens), P49798. hit rate 0.039% among 390,000; note: % is set by controls: 0 for no effect and ±100 for the full control effect; nearly all actives have a fitted effect of over 75% in size; some results filed as inactive show a strong effect at the top dose
Target sequence (P49798 whole entry, looked up): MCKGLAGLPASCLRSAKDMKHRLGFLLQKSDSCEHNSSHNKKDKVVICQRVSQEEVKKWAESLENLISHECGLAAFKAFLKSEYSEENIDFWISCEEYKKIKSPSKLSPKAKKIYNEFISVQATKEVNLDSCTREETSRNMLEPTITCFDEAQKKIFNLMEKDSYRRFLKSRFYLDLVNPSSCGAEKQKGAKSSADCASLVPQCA
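MLSMR compounds (23 nl, pin-transferred) preincubated 10 min at room temperature with a 500nM (2x) first reagent, then RGS4 at 900nM (2x) plus Transcreener GDP mix added; fluorescence polarization (620/688 nm) read before and after 90 min at 30 °C.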
12-LOX inh: Primary qHTS assay for inhibitors of human arachidonate 12S-lipoxygenase (ALOX12): Round 2; Polyunsaturated fatty acid lipoxygenase ALOX12 (Homo sapiens), P18054; purified 12hLO, xylenol orange hydroperoxide absorbance; Potency, µM (top dose mostly 108 µM), inactives show top-dose activity change, negative = inhibition, usual class: inhibitors; hit rate 1.1% among 580,000; AID 1671190, 2021; note: % is set by controls: 0 for no effect and ±100 for the full control effect
Target sequence (P18054 whole entry, looked up): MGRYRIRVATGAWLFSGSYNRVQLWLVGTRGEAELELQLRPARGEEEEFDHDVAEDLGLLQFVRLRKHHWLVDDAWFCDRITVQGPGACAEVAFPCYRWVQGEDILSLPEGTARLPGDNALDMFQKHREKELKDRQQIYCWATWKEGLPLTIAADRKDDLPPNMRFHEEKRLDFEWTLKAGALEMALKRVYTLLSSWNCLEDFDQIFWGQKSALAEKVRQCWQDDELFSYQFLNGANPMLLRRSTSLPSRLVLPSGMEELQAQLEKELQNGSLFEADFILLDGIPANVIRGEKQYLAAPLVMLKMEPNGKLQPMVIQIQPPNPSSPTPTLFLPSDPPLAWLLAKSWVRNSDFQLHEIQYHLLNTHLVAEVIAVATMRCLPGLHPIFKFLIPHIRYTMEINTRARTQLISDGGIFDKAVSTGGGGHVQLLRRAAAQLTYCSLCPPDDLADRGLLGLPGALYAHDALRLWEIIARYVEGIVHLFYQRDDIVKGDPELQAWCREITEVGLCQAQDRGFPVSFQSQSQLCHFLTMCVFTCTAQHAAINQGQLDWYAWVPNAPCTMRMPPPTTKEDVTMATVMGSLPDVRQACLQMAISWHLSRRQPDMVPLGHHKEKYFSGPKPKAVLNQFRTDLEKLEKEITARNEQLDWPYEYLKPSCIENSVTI
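Purified human 12hLO (150 nM final) in 25 mM Hepes, 0.01% Triton X-100, pH 7.0 was preincubated 15 min at room temperature with compound. Then 40 uM arachidonic acid was added, 30 min. Hydroperoxide was read by Fe-XO absorbance ratio 573/405 nm.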
rTrxR1 inhibitor: qHTS Assay for Inhibitors of Mammalian Selenoprotein Thioredoxin Reductase 1 (TrxR1): qHTS. Thioredoxin reductase 1, cytoplasmic (Rattus norvegicus), O89049. recombinant rTrxR1, NADPH fluorescence consumption, selenite substrate. Potency, µM (top dose mostly 114 µM), for the others: at the highest dose activity change, negative = inhibition, actives largely listed as inhibitors. hit rate 1% among 390,000. AID 588453, 2011; note: % is set by controls: 0 for no effect and ±100 for the full control effect; nearly all actives have a fitted effect of over 65% in size
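Rat TrxR1 (90 nM in the dispensed reagent) was pre-reduced with 400 uM NADPH for 5 min at room temperature, then incubated with compound for 15 min. After 400 uM selenite was added, NADPH fluorescence (Ex 340/Em 450 nm) was followed for 8 min.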
Pin1 inhibitor: qHTS Assay to Find Inhibitors of Pin1; Pin1 FP peptide displacement, HiFluor488, 10 min; AID 504891, 2011; hit rate 0.009% among 390,000; Peptidyl-prolyl cis-trans isomerase NIMA-interacting 1 (Homo sapiens), Q13526; Potency, µM (top dose mostly 115 µM), inactives show at the highest dose activity, negative = inhibition, actives largely listed as inhibitors; active = well fitted inhibition curve with a large enough effect in the polarisation, with a control signal flat, not every such curve was filed as active; inconclusive = small, poorly fitted or top-dose-only effect, or effect the other way, or a change in a side signal; inactive = no such curve, though single readings can be large or run the other way; the % refers to the polarisation; note: % is set by controls: 0 for no effect and ±100 for the full control effect
Target sequence (Q13526 whole entry, looked up): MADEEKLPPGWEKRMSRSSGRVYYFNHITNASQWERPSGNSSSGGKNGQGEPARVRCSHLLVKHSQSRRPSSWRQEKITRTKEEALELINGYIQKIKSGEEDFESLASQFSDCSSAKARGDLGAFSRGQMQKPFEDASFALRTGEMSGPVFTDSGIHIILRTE
HP1b binding inh: HTS for Inhibitors of HP1-beta Chromodomain Interactions with Methylated Histone Tails; hit rate 0.56% among 390,000; Chromobox protein homolog 1 (Homo sapiens), P83916; AlphaScreen HP1-beta / biotin-H3K9me3 peptide binding; Potency, µM (top dose mostly 114 µM), for inactives: at the top dose activity change, negative = inhibition, actives largely listed as inhibitors; note: nearly all actives have a fitted effect of over 70% in size; inactives centre near 23
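AlphaScreen: HP1-beta (50 nM) preformed 30 min with biotin-H3(1-18)K9me3 peptide (50 nM) in PBS pH 7.4, 0.01% Tween-20. Compound added for 30 min at RT, then streptavidin donor/nickel chelate acceptor beads (10 ug/mL) for 30 min.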
Starred values were filed as active, the others as inactive; & = joins results of further samples; [ ] = another dose, or the depositor's remark. Unless noted, calls come from the whole dose curve; as a rule, active = well fitted curve in the direction sought with a large enough effect; inconclusive = small, poorly fitted or top-dose-only effect, or another doubt; inactive = no such curve, though single readings can be large; an effect the other way counts as inactive or inconclusive. Potency is the fitted concentration of half-maximal effect. An excerpt (hit frequency here may not be typical).

For Cc1ccc(S(=O)(=O)c2nnn3c2nc(NC2CCCCC2)c2sccc23)cc1 the results were PGK inhibitor -4%, GLS inhibitor -11%, JMJD2A Tudor -25%, ERG-DNA inh 2%, RGS4 inhibitor 2%, 12-LOX inh -13%, rTrxR1 inhibitor 33%, Pin1 inhibitor 9% and HP1b binding inh 2%.
CCOC(=O)COn1c(=O)c(=O)n(O)c2ccccc21 was read as PGK inhibitor -9%, GLS inhibitor 16%, JMJD2A Tudor 50µM*, ERG-DNA inh 4%, RGS4 inhibitor -20%, 12-LOX inh inconclusive, rTrxR1 inhibitor 12%[57.1 µM], Pin1 inhibitor 0% and HP1b binding inh 5%.
Cc1cc(=O)n(Cc2ccc(F)cc2Cl)c2c1c(C)nn2C was read as PGK inhibitor 7%, GLS inhibitor 4%, JMJD2A Tudor -2%, ERG-DNA inh 2%, RGS4 inhibitor -8%, 12-LOX inh -30%, rTrxR1 inhibitor 16%[57.1 µM], Pin1 inhibitor 2% and HP1b binding inh 46%.
C=CCOc1ccc(C2/C(=C(\O)c3ccc(F)cc3)C(=O)C(=O)N2CCCN(C)C)cc1 (stereo unspecified) was read as PGK inhibitor -9%, GLS inhibitor 13%, JMJD2A Tudor -20%, ERG-DNA inh -2%, RGS4 inhibitor 9%, 12-LOX inh inconclusive, rTrxR1 inhibitor 35µM*, Pin1 inhibitor 4% and HP1b binding inh 21%.
Screening Brc1ccc(-c2cn3c(n2)SCC3)cc1 returned PGK inhibitor -7%, GLS inhibitor 1%, JMJD2A Tudor -15%, ERG-DNA inh 0%, RGS4 inhibitor -13%, 12-LOX inh -6%, rTrxR1 inhibitor -18%, Pin1 inhibitor -2% and HP1b binding inh -1%.
`CCCCN(C)CCCNC(=O)C1CCC(CNS(=O)(=O)c2c(C)cc(C)cc2C)CC1` (stereo unspecified) gave GLS inhibitor 9%, JMJD2A Tudor -30%, ERG-DNA inh -5%, RGS4 inhibitor inconclusive, 12-LOX inh -17%, rTrxR1 inhibitor 4%, Pin1 inhibitor -1% and HP1b binding inh 31%.
`CCN(CC)C(=O)Cn1cc(C(=O)C(=O)Nc2ccc3c(c2)OCCO3)c2ccccc21` gave PGK inhibitor -5%, GLS inhibitor -5%, JMJD2A Tudor -25%, ERG-DNA inh 3%, RGS4 inhibitor 4%, 12-LOX inh 9%, rTrxR1 inhibitor 4%, Pin1 inhibitor 5% and HP1b binding inh 7%.
For CC(C)(C)OC(=O)N1CCC(c2c(C(=O)NCCN3CCCC3)cnn2-c2ccc(Cl)cc2)CC1 the results were PGK inhibitor -6%, GLS inhibitor -2%, JMJD2A Tudor -14%, ERG-DNA inh 2%, RGS4 inhibitor -9%, 12-LOX inh -13%, rTrxR1 inhibitor -37%, Pin1 inhibitor -7% and HP1b binding inh 11%.
Cc1cc(C)cc(NC(=O)C2CCCN2S(=O)(=O)c2cccc3nsnc23)c1 (stereo unspecified) was read as PGK inhibitor -11%, GLS inhibitor 7%, JMJD2A Tudor -31%, ERG-DNA inh 1%, RGS4 inhibitor 2%, 12-LOX inh -41%&-24%, rTrxR1 inhibitor 16%, Pin1 inhibitor -7% and HP1b binding inh 10%.
O=C(Nc1nc2ccc(S(=O)(=O)N3CCCCC3)cc2s1)c1cccnc1 was read as PGK inhibitor -1%, GLS inhibitor -1%, JMJD2A Tudor -1%, ERG-DNA inh 3%, RGS4 inhibitor -22%, 12-LOX inh -28%, rTrxR1 inhibitor 27%[57.1 µM], Pin1 inhibitor inconclusive and HP1b binding inh 34%[activator].
Screening N/C(Cc1ccc(Cl)cc1Cl)=N\OC(=O)c1cccs1 returned PGK inhibitor inactive, GLS inhibitor -13%, JMJD2A Tudor 19%, ERG-DNA inh 8%, RGS4 inhibitor -1%, 12-LOX inh 0%, rTrxR1 inhibitor 34%[activator], Pin1 inhibitor -8% and HP1b binding inh 59%[activator].
Screening Cc1cc(C)c2c(c1)/C(=N/NS(=O)(=O)c1ccccc1)CCC2 returned PGK inhibitor inactive, GLS inhibitor 15%, JMJD2A Tudor -1%, ERG-DNA inh -8%, RGS4 inhibitor 10%, 12-LOX inh inconclusive, rTrxR1 inhibitor -9%, Pin1 inhibitor -5% and HP1b binding inh 15%.
`Cc1nc2ccccc2c(=O)n1/N=C/c1ccccc1` gave PGK inhibitor -3%[11.5 µM], GLS inhibitor -2%, JMJD2A Tudor 1%, RGS4 inhibitor 12%, 12-LOX inh 13%, rTrxR1 inhibitor 18%, Pin1 inhibitor 6% and HP1b binding inh 30%.
NC(=O)NC(=O)CSc1cccc(C(F)(F)F)c1 was read as PGK inhibitor -1%, GLS inhibitor -1%, JMJD2A Tudor -17%, RGS4 inhibitor 13%, 12-LOX inh -1%, rTrxR1 inhibitor 19%, Pin1 inhibitor -4% and HP1b binding inh 7%.
`C[C@@H](C(=O)N1CCN(Cc2ccc3c(c2)OCO3)CC1)n1nnc2ccccc2c1=O` gave PGK inhibitor 11%, GLS inhibitor 1%, JMJD2A Tudor -5%, ERG-DNA inh -5%, RGS4 inhibitor -4%, 12-LOX inh 0%, rTrxR1 inhibitor 8%, Pin1 inhibitor 6% and HP1b binding inh 32%.
O=C(O)CC1S/C(=N/N=C/C=C/c2ccccc2)NC1=O (stereo unspecified) was read as PGK inhibitor -8%&5%, GLS inhibitor 10%&11%, JMJD2A Tudor 79µM*, ERG-DNA inh 5%&0%, RGS4 inhibitor 26%&10%, 12-LOX inh -18%&29%, rTrxR1 inhibitor inconclusive, Pin1 inhibitor -12%&-1% and HP1b binding inh 22%&26%.
CCn1c(SCC(=O)N2CCCCCC2)nc2c(c1=O)SCC2 was read as PGK inhibitor 2%, GLS inhibitor 8%, JMJD2A Tudor -8%, ERG-DNA inh -3%, RGS4 inhibitor 24%, 12-LOX inh inconclusive, rTrxR1 inhibitor -14%, Pin1 inhibitor 4% and HP1b binding inh 34%.
For CN(c1cccc(NC(=O)c2cccc([N+](=O)[O-])c2)c1)S(C)(=O)=O the results were PGK inhibitor 6%, GLS inhibitor -2%, JMJD2A Tudor -7%, ERG-DNA inh 7%, RGS4 inhibitor 18%, 12-LOX inh -2%, rTrxR1 inhibitor 16%, Pin1 inhibitor -1% and HP1b binding inh 47%[activator].
For Cc1ccc(Cn2c(CO)cnc2SCC(=O)Nc2ccc(C)c(Cl)c2)cc1 the results were PGK inhibitor -3%, GLS inhibitor -4%, JMJD2A Tudor -20%, ERG-DNA inh -1%, RGS4 inhibitor -33%, 12-LOX inh -19%, rTrxR1 inhibitor 30%[57.1 µM], Pin1 inhibitor -1% and HP1b binding inh -22%[57 µM].
Screening CC1CCc2sc(C(=O)NCC(C)(C)N3CCOCC3)cc2C1 (stereo unspecified) returned PGK inhibitor -2%, GLS inhibitor 3%, JMJD2A Tudor -14%, ERG-DNA inh -2%, RGS4 inhibitor -21%, 12-LOX inh -4%, rTrxR1 inhibitor 4%, Pin1 inhibitor 3% and HP1b binding inh 28%.
For O=C(CSc1nnc2ccccn12)Nc1ccccc1C(=O)O the results were PGK inhibitor 11%, GLS inhibitor 12%, JMJD2A Tudor -1%, ERG-DNA inh -4%, RGS4 inhibitor 31%, 12-LOX inh -15%, rTrxR1 inhibitor 18%, Pin1 inhibitor 1% and HP1b binding inh 52%[activator].
`Cc1ccc(CNc2nc3ccccc3n2C)o1` gave PGK inhibitor -5%, GLS inhibitor -6%, JMJD2A Tudor -14%, ERG-DNA inh 9%, RGS4 inhibitor -15%, 12-LOX inh 80%[activator], rTrxR1 inhibitor 11%[57.1 µM], Pin1 inhibitor -1% and HP1b binding inh 25%.
`COc1ccc(NC(=O)Cn2c(=O)n(Cc3nc(C)no3)c(=O)c3cc4c(cc32)OCO4)cc1OC` gave PGK inhibitor -10%, GLS inhibitor -8%, JMJD2A Tudor -4%, ERG-DNA inh -8%, RGS4 inhibitor -1%, 12-LOX inh 2%, rTrxR1 inhibitor -2%, Pin1 inhibitor 1% and HP1b binding inh 31%.
Screening CC(NC(=O)COc1ccccc1)C(c1ccccc1)N1CCN(C)CC1 (stereo unspecified) returned PGK inhibitor inconclusive, GLS inhibitor -10%, JMJD2A Tudor -7%, ERG-DNA inh -9%, RGS4 inhibitor -5%, 12-LOX inh -3%, rTrxR1 inhibitor 7%, Pin1 inhibitor -8% and HP1b binding inh 38%.
Screening COc1cccc(C2=NOC(C(=O)Nc3ccc(C(C)=O)cc3)C2)c1 (stereo unspecified) returned PGK inhibitor 5%, GLS inhibitor 0%, JMJD2A Tudor -16%, ERG-DNA inh -7%, RGS4 inhibitor 21%, 12-LOX inh -1%, rTrxR1 inhibitor 4%, Pin1 inhibitor -6% and HP1b binding inh 3%.

Assay outcomes from PubChem BioAssay.
